Screening results deposited in PubChem BioAssay by National Center for Advancing Translational Sciences (NCATS).
HP1b chromo inh – HTS for Inhibitors of HP1-beta Chromodomain Interactions with Methylated Histone Tails | AID 540317, 2011 | AlphaScreen HP1-beta / biotin-H3K9me3 peptide binding | hit rate 0.56% among 390,000 | Potency, µM (series often up to 114 µM), for inactives: at the top dose activity change, negative = inhibition, hits mostly inhibitors; also: potency is read from the fitted curve at half-maximal effect; nearly all actives have a fitted effect of over 70% in size; inactives centre near 23
Target sequence (P83916 whole entry, looked up): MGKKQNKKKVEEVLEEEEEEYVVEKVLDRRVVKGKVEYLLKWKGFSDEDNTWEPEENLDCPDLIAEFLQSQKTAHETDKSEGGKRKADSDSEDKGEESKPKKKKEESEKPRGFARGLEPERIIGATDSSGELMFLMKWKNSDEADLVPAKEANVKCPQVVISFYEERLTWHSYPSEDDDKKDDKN
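AlphaScreen: HP1-beta (50 nM) preformed 30 min with biotin-H3(1-18)K9me3 peptide (50 nM) in PBS pH 7.4, 0.01% Tween-20. Compound added for 30 min at RT, then streptavidin donor/nickel chelate acceptor beads (10 ug/mL) for 30 min.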
RGS4 inh – Inhibitors of Regulator of G Protein Signaling (RGS) 4: qHTS | Transcreener GDP fluorescence polarization, RGS4-accelerated GTP hydrolysis | Potency, µM (series often up to 114 µM), without a hit: top-dose activity change, negative = inhibition, actives largely listed as inhibitors | Regulator of G-protein signaling 4 (Homo sapiens), P49798 | hit rate 0.039% among 390,000 | AID 504845, 2011; also: potency is read from the fitted curve at half-maximal effect; % is scaled to controls: 0 for no effect and ±100 for the full control effect; nearly all actives have a fitted effect of over 75% in size; some results filed as inactive show a strong effect at the top dose
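MLSMR compounds (23 nl, pin-transferred) preincubated 10 min at room temperature with a 500nM (2x) first reagent, then RGS4 at 900nM (2x) plus Transcreener GDP mix added; fluorescence polarization (620/688 nm) read before and after 90 min at 30 °C.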
JMJD2A Tudor inh – qHTS Assay for Inhibitors of JMJD2A-Tudor Domain | Lysine-specific demethylase 4A (Homo sapiens), O75164 | AlphaScreen JMJD2A-Tudor / H3K4me3 peptide binding | Potency, µM (titrated, usually from 114 µM), inactives show at the highest dose activity change, negative = inhibition, usual class: inhibitors | hit rate 4.4% among 390,000 | AID 504339, 2011; also: potency is read from the fitted curve at half-maximal effect; % is scaled to controls: 0 for no effect and ±100 for the full control effect; nearly all actives have a fitted effect of over 50% in size
BAZ2B block – qHTS Assay for Inhibitors of BAZ2B; AlphaScreen BAZ2B-H3K14Ac peptide displacement; Potency, µM (doses to about 114 µM), inactives show top-dose activity change, negative = inhibition, usual class: inhibitors; AID 504333, 2011; hit rate 4.4% among 360,000; Bromodomain adjacent to zinc finger domain protein 2B (Homo sapiens), Q9UIF8; also: potency is read from the fitted curve at half-maximal effect; % is scaled to controls: 0 for no effect and ±100 for the full control effect; nearly all actives have a fitted effect of over 60% in size
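AlphaScreen displacement: compounds (up to 110uM) incubated 30 min at room temperature with a preformed 50 nM BAZ2B/50 nM biotinylated H3K14Ac peptide complex in PBS pH 7.4 with Tween-20. Donor and acceptor beads at 10 ug/mL final added, 20 min light-protected before reading.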
PI4K2A block – qHTS for small molecular inhibitors of PI4K2A; Phosphatidylinositol 4-kinase type 2-alpha (Homo sapiens), Q9BTU6; purified PI4K2A, ADP-Glo luminescence, 1 h; stronger effect = lower value; activity change, negative = inhibition, % at 76.9 µM; hit rate 0.13% among 420,000; AID 1346378, 2018; in the data active = activity change below about -50%; inconclusive = mostly about -30% to -49%;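 also: -100% = wells without enzyme as full effect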
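PI4K2A activity was measured by ADP-Glo luminescence: enzyme (4 ug/mL stock) and phosphatidylinositol (1.2 mM stock) in Tris pH 7.5/MgCl2/EGTA/Triton X-100 buffer were reacted with ATP (300 microM stock) for one hour at ambient temperature.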
12-LOX inh – Primary qHTS assay for inhibitors of human arachidonate 12S-lipoxygenase (ALOX12): Round 2. Potency, µM (titrated, usually from 108 µM), inactives show at the highest dose activity change, negative = inhibition, hits mostly inhibitors. Polyunsaturated fatty acid lipoxygenase ALOX12 (Homo sapiens), P18054. purified 12hLO, xylenol orange hydroperoxide absorbance. hit rate 1.1% among 580,000; also: potency is read from the fitted curve at half-maximal effect; % is scaled to controls: 0 for no effect and ±100 for the full control effect
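Purified human 12hLO at 150 nM in 25 mM Hepes, 0.01% Triton X-100, pH 7.0, preincubated 15 min at room temperature with compound. Reaction started with 40 uM arachidonic acid, 30 min at room temperature. Hydroperoxide measured by Fe-xylenol orange, 573/405 nm absorbance ratio.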
ERG Ets-DNA blk – qHTS for Small Molecule Inhibitors of the ERG Ets/DNA interaction. fluorescence polarization, His-ERG Ets domain / labelled DNA. Potency, µM (highest dose often 76.9 µM), for inactives: at the highest dose FP activity, negative = inhibition, actives largely listed as inhibitors. hit rate 0.028% among 370,000. AID 624246, 2012. Transcriptional regulator ERG (Homo sapiens), P11308; active = well fitted inhibition curve with a large enough effect in the polarisation, with a control signal flat; inconclusive = small, poorly fitted or top-dose-only effect, or effect the other way, or a change in a side signal; inactive = no such curve, though single readings can be large or run the other way; the % refers to the polarisation;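 also: polarization taken with two DNA probes labelled with fluorescein and Texas red; potency is read from the fitted curve at half-maximal effect; % of control where 0% means no effect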
Target sequence (P11308 whole entry, looked up, the tested form may be a part): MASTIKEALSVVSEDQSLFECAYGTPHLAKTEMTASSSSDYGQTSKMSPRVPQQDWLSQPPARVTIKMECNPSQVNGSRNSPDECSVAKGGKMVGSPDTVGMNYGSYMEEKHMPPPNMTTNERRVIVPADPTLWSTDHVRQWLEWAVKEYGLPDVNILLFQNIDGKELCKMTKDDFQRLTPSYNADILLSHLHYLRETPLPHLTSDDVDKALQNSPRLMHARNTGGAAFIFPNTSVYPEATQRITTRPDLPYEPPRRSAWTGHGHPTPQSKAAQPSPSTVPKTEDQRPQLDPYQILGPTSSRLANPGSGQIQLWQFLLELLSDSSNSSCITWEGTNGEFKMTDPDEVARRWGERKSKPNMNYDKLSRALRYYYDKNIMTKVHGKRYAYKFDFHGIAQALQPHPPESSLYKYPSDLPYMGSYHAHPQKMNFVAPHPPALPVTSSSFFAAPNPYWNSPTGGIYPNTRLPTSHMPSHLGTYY
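His-tagged ERG Ets domain (1 uM in the protein solution; 300mM KCl, 50mM Tris-HCl, 1mM EDTA, 1mM DTT, pH 7.5) received compound, then a probe mix of 5 nM fluorescein-DNA and 100nM Texas-615-DNA. Fluorescence polarization was read for both dyes.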
GLS inhibitor – qHTS for Inhibitors of Glutaminase (GLS); GLS enzymatic activity, qHTS titration; Potency, µM (titrated, usually from 45.5 µM), without a hit: top-dose activity change, negative = inhibition, actives largely listed as inhibitors; hit rate 0.21% among 410,000; AID 624170, 2012; also: potency is read from the fitted curve at half-maximal effect; % is scaled to controls: 0 for no effect and ±100 for the full control effect
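Compounds were pin-transferred onto hKGA, after which L-glutamine (1 mM solution) and a detection mix of glutamate oxidase, HRP and Amplex Red were added. Initial and 30 min RT fluorescence reads were collected.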
G9a inh – qHTS Assay for Inhibitors of Histone Lysine Methyltransferase G9a. Histone-lysine N-methyltransferase EHMT2 (Homo sapiens), Q96KQ7. G9a H3K9 monomethylation, AlphaScreen, 2 h. Potency, µM (doses to about 102 µM), without a hit: top-dose activity, negative = inhibition, most hits filed as inhibitors. hit rate 8.8% among 350,000. AID 504332, 2011; also: potency is read from the fitted curve at half-maximal effect; % is scaled to controls: 0 for no effect and ±100 for the full control effect; nearly all actives have a fitted effect of over 75% in size
Target sequence (Q96KQ7 913-1193 limits assumed): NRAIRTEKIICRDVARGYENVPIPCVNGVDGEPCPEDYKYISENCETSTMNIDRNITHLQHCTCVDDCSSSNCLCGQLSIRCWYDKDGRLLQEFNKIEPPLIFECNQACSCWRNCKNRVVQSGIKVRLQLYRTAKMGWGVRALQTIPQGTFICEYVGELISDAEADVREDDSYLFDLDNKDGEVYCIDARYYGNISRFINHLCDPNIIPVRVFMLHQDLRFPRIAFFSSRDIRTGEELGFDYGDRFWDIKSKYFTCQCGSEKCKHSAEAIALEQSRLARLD
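Using a bead-based AlphaScreen, monomethylated H3K9 product from 2 h room-temperature reactions (G9a 20 nM, peptide 500 nM, SAM 20 uM) was detected with 0.5 ug/mL rabbit anti-H3K9me1 antibody.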
An asterisk follows results filed as active; i = inactive; ? = inconclusive; / = no result given; & = joins results of further samples; [ ] = dose if it differs, or a comment. Unless noted, calls follow the shape of the dose curve; as a rule, active = well fitted curve in the direction sought with a large enough effect; inconclusive = small, poorly fitted or top-dose-only effect, or another doubt; inactive = no such curve, though single readings can be large; an effect the other way counts as inactive or inconclusive. The list is partial (hit frequency here may not be typical).

SMILES	HP1b chromo inh	RGS4 inh	JMJD2A Tudor inh	BAZ2B block	PI4K2A block	12-LOX inh	ERG Ets-DNA blk	GLS inhibitor	G9a inh
CN(C)Cc1c(C(=O)N/N=C/c2ccco2)nnn1-c1nonc1N	15%	-18%	-12%	-19%	-19	-9%	-5%	4%	10%
O=C(N/C(=N\O)c1ccccc1)Nc1ccc(Cl)cc1	20%	-2%	-7%	0%	-3	19%	-3%	26%	-15%[12.7 µM]
O=C(Cn1nnc(-c2cccc(C(F)(F)F)c2)n1)NCc1ccc(F)cc1	4%	15%	-10%	-20%	5	-7%	1%	1%	-21%[59 µM]
COc1ccc(CC(=O)Oc2ccc(C)cc2Br)cc1S(=O)(=O)N1CCOCC1	30%	-20%	-19%	-13%	-4	-16%	3%	-11%	-13%[0.501 µM]
O=C(CNC(=O)c1nc[nH]c1C(=O)N1CCc2ccccc2C1)OCc1ccccc1	4%	?	?	-33%	-3	12%	10%	11%	10%
CCCCn1c(N)c(N(CCOC)C(=O)c2ccc3c(c2)C(=O)N(c2ccccc2C)C3=O)c(=O)[nH]c1=O	0%	6%	-15%	4%	-5	-18%	4%	6%	-34%
C=CCc1c(O)c(CC)cc2c(C)cc(=O)oc12	26%	11%	-12%	0%	5	-14%	8%	22%	7%
O=C(CN1CCCCCC1)Nc1ccc(S(=O)(=O)N2CCOCC2)cc1	-10%	23%	-12%	-15%	-3	i	0%	2%	0%
Cc1cc2cc(C)c3nnc(SCC(=O)N4CCN(C(=O)c5ccco5)CC4)n3c2cc1C	17%	1%	-11%	/	-3	-13%	/	0%	/
COc1ccccc1N1CCN(C(=O)c2cccc(S(=O)(=O)N3CCCCCC3)c2)CC1	23%	-14%	-7%	-5%	0	-5%	8%	-4%	-10%[12.7 µM]
Cc1nnc(NC2=NCCC2)s1	-6%	38%	79µM*	-28%	0	?	2%	4%	28µM*
O=[N+]([O-])c1ccc(Nc2c3ccccc3nc3ccccc23)cc1	-20%	-47%	?	?	-9	?	-4%	0%	13µM*

The closing two records of the section above are carried over, then new ones follow:
SMILES	HP1b chromo inh	RGS4 inh	JMJD2A Tudor inh	BAZ2B block	PI4K2A block	12-LOX inh	ERG Ets-DNA blk	GLS inhibitor	G9a inh
Cc1nnc(NC2=NCCC2)s1	-6%	38%	79µM*	-28%	0	?	2%	4%	28µM*
O=[N+]([O-])c1ccc(Nc2c3ccccc3nc3ccccc23)cc1	-20%	-47%	?	?	-9	?	-4%	0%	13µM*
C=CCOC(=O)c1ccccc1C(=O)OCC1CO1 (configuration not stated)	-8%	-1%	-7%	/	-2	4%	3%	3%	/
O=C(N/N=C/c1cccc(O)c1)c1ccc(COc2cccc3cccnc23)cc1	30%	-26%	-12%	2%	5	6%	4%	0%	15%
COc1cccc(/C=N/NC(=O)CCc2c(C)n[nH]c2C)c1O	47%[activator]	7%	-9%	5%	0	-3%	3%	0%	32%
O=C(N/N=C/c1ccc(Cl)cc1Cl)c1cccc(F)c1	11%	25%	-2%	6%	-4	13%	-27%	-2%	48%[12.7 µM]
O=C(Nc1ccc(Cl)cn1)C1CCN(c2ncnc3c2nc2n3CCCCC2)CC1	15%	4%	-23%	-18%	3	-16%	-10%	-12%	/
CCOC(=O)c1c(N)n(-c2ccc(CC)cc2)c2nc3ccccc3nc12	41%	8%	16%	7%	-4	?	5%	-2%	4%[59 µM]
CC(/C=C/c1ccc(N(C)C)cc1)=N\N=C1\NC(=O)CC(C(=O)Nc2ccccc2)S1 (configuration not stated)	-12%	-15%	?	?	4	-2%	10%	17%	?
CCCC12CN3CC(C)(CN(C1)C3c1ccc(OCc3ccccc3)cc1)C2=O (configuration not stated)	35%[activator]	-7%	0%	-1%	4	-19%	-10%	5%	-27%[59 µM]
Clc1ccc(Oc2cccc(/C=N/n3cnnc3)c2)cc1	22%	-23%	-7%	-3%	3	0%	-1%	9%	-19%
Cc1cc2oc(=O)ccc2cc1[N+](=O)[O-]	44%[activator]	4%	5%	1%	-4	0%	-1%	1%	9%
COc1cccc(N2CCN(S(=O)(=O)c3ccc(-c4ccno4)cc3OC)CC2)c1	-10%	-32%	-26%	-38%	5	-6%&-23%	-8%	4%	-8%[59 µM]
O=C(Cc1cccs1)NC(Cc1c[nH]c2ccccc12)C(=O)O (configuration not stated)	2%	13%	22µM*	-18%	6	-24%	0%	10%	56µM*
COCCN(CCNC(=O)c1ccc(NC2=NC3CS(=O)(=O)CC3S2)cc1)Cc1ccco1 (configuration not stated)	26%	2%	-12%	-4%	3	-1%	-6%	14%	3%[12.7 µM]
COc1ccc(S(=O)(=O)N2CCOCC2)cc1NC(=O)CC(C)c1ccccc1 (configuration not stated)	27%	7%	-14%	/	0	-8%	1%	1%	/
CCOC(=O)c1c(C)oc2c1c(C=NCc1ccccn1)c(O)c1ccccc12	-20%	-25%	?	?	-3	3%	13%	7%	?
COc1ccc(Br)cc1CNC(=O)c1ccc2c(c1)nc1n2CCCCC1	23%[57 µM]	-9%	-17%	-2%	-2	-14%	4%	4%	4%[59 µM]
CCOc1ccc(NC(=O)CSc2nnc(-c3ccco3)n2C)cc1	25%	-8%	14%	/	-3	7%	-10%	7%	16%[59 µM]
O=C(N/N=C/c1ccco1)c1cc(C2CC2)[nH]n1	21%	-10%	-3%	-10%	1	8%	-1%	4%	-34%
O=C(Nc1ccnn1C1CCN(C(=O)Cc2cccc(Cl)c2)CC1)C1CC1	17%	12%	-10%	2%	5	i	-8%	7%	/
COc1ccc2nc(NC(=O)Nc3cccc4ccccc34)sc2c1	75%[activator]	-17%[56.9 µM]	-25%	-13%	-1	-2%	21%	-3%	-8%
COCCSc1nc2c(c(=O)[nH]c(=O)n2C)n1Cc1cccc(C)c1	33%	7%	-5%	14%	-2	23%[57.4 µM]	-1%	0%	23%[59 µM]
COCCCNC(=O)/C(C#N)=C/c1c(N2CCN(c3ccccc3)CC2)nc2ccccn2c1=O	-8%	2%	-27%	-20%	-4	?	-1%	-13%	-17%
CCOC(=O)C1CCCN(C(=O)CNC(=O)c2nn(-c3ccc(OC)c(Cl)c3)c(=O)c3ccccc23)C1 (configuration not stated)	42%[activator]	-15%	-11%	0%	-2	1%	-8%	-11%	-9%
Cc1ccc(CN2CCC(CNC(=O)c3ccc(NC(=O)C4=CSCCO4)cc3)CC2)cc1	14%[57 µM]	-18%	-11%	-10%	-8	?	0%	3%	/
CC(OC(=O)c1cc2ccccc2o1)C(=O)Nc1ccc(N2CCOCC2)cc1 (configuration not stated)	20%	18%	-14%	0%	4	-25%	4%	10%	-43%[12.7 µM]
Cn1c(CC(=O)NNC(=O)c2ccccc2[N+](=O)[O-])nc2ccccc21	23%	6%	-17%	5%	2	11%	-9%	13%	-3%[12.7 µM]
COc1ccccc1C(=O)NC(CCSC)C(=O)NCCCn1nc(C)cc1C (configuration not stated)	21%	10%	-8%	-6%	1	?	3%	0%	20%[0.501 µM]
O=C(COC(=O)c1cccnc1Cl)Nc1cc(S(=O)(=O)N2CCOCC2)ccc1Cl	16%	8%	-17%	5%	2	330%[activator]	1%	1%	10%[2.33 µM]
Cc1c(S(=O)(=O)Nc2ccc3c(c2)OCCO3)cnn1C	20%	15%	-8%	12%	3	8%	-8%	2%	-29%
Cc1ccc(COc2ccc(Br)cc2/C=N/O)cc1	86%[activator]	-8%	-1%	0%	-3	38%[activator]	6%	14%	71%[activator]
Cc1cc(-n2c(C)cc(C(=O)CN3C(=O)NC4(CCCCC4C)C3=O)c2C)no1 (configuration not stated)	9%	-18%	-25%	-24%	-2	-13%	/	2%	?
CCCN1C(=O)/C(=C/c2ccc(C)s2)NC1=S	19%	0%	-35%	-24%	-7	?	-2%	6%	?
Cc1cccc(-n2nnnc2SCn2nnc3ccccc3c2=O)c1	20%	6%	-10%	/	-3	-22%&21%	3%	-4%	5%[59 µM]
CCOC(=O)c1c(C)n(-c2ccc(OC)cc2)c2ccc(O)c(CN(C)C)c12	11%	-2%[11.4 µM]	-19%[11.4 µM]	-29%	1	-26%	5%	8%	?
Cc1ccc(OCC(=O)Nc2ccc3c(c2)C(=O)N(CCC(=O)O)C3=O)cc1	22%	2%	-12%	-3%	-3	419%[activator]	-1%	5%	-1%
COc1cc2c(c(OC)c1)C(c1cccc(OC)c1OC)CC(=O)N2 (configuration not stated)	27%	2%	-20%	0%	-6	-3%[57.4 µM]	3%	-6%	1%[59 µM]
